Assay outcomes: PubChem, National Center for Advancing Translational Sciences (NCATS)
JMJD2A Tudor = JMJD2A Tudor domain (human) inhibition; AlphaScreen JMJD2A-Tudor / H3K4me3 peptide binding; Potency, µM (titrated, usually from 114 µM), without a hit: at the highest dose activity change, negative = inhibition, actives largely listed as inhibitors; hit rate 4.4% among 390,000; further: on the % scale 0 is the no-effect control and ±100 the full control effect; nearly all actives have a fitted effect of over 50% in size
GLS inh = blocks human kidney-isoform glutaminase activity. GLS enzymatic activity, qHTS titration. Potency, µM (doses to about 45.5 µM), for inactives: at the highest dose activity change, negative = inhibition, hits mostly inhibitors. hit rate 0.21% among 410,000. AID 624170. O94925; further: on the % scale 0 is the no-effect control and ±100 the full control effect
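Two-point fluorescence kinetic (t0, 30 min RT) for hKGA; glutamate detected via glutamate oxidase–HRP–Amplex Red. Substrate: 1 mM L-glutamine solution; buffer 45 mM KH2PO4, pH 8.2.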
Pin1 inhibitor = human Pin1 inhibition. Q13526. hit rate 0.009% among 390,000. Pin1 FP peptide displacement, HiFluor488, 10 min. Potency, µM (highest dose often 115 µM), inactives show at the highest dose activity, negative = inhibition, most hits filed as inhibitors; active means well fitted inhibition curve with a large enough effect in the polarisation, with a control signal flat, not every such curve was filed as active; inconclusive means small, poorly fitted or top-dose-only effect, or effect the other way, or a change in a side signal; inactive means no such curve, though single readings can be large or run the other way; the % refers to the polarisation; further: on the % scale 0 is the no-effect control and ±100 the full control effect
BLM inh = blocks DNA unwinding by human BLM helicase | P54132 | AID 2528 | hit rate 0.2% among 350,000 | recombinant BLM DNA unwinding, fluorescence dequenching | Potency, µM (doses to about 56.1 µM), for inactives: at the top dose activity change, negative = inhibition, most hits filed as inhibitors;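 further: plate controls were vehicle for no effect and no enzyme for full effect; nearly all actives have a fitted effect of over 35% in size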
G9a block = blocks human histone lysine methyltransferase G9a; Q96KQ7; G9a H3K9 monomethylation, AlphaScreen, 2 h; Potency, µM (highest dose often 102 µM), for inactives: top-dose activity, negative = inhibition, hits mostly inhibitors; hit rate 8.8% among 350,000; further: on the % scale 0 is the no-effect control and ±100 the full control effect; nearly all actives have a fitted effect of over 75% in size
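Enzyme 20 nM + cpd, 15 min RT; add b-H3K9 pep 500 nM / SAM 20 uM; 2 h RT; anti-H3K9me1 Ab 0.5 ug/mL + SA donor / anti-rabbit acceptor beads 20 ug/mL each, 10 min; AlphaScreen read.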
HP1b chromo inh = blocks HP1-beta chromodomain binding to methylated histone tails | AlphaScreen HP1-beta / biotin-H3K9me3 peptide binding | P83916 | Potency, µM (top dose mostly 114 µM), for inactives: at the top dose activity change, negative = inhibition, most hits filed as inhibitors | hit rate 0.56% among 390,000; further: nearly all actives have a fitted effect of over 70% in size; inactives centre near 23
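Compound inhibition of the preformed complex between 50 nM HP1-beta and 50 nM biotinylated H3K9me3 peptide was read by AlphaScreen. Buffer was PBS pH 7.4 with 0.01% Tween-20. Incubations ran 30 min at room temperature, with 10 ug/mL donor/acceptor beads.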
Tb PGK inh = inhibitors of T. brucei phosphoglycerate kinase. P07378. PGK/GAPDH coupled, Kinase-Glo luminescence, 60 min. Potency, µM (top dose mostly 57.5 µM), inactives show top-dose activity change, negative = inhibition, hits mostly inhibitors. hit rate 0.043% among 380,000; further: on the % scale 0 is the no-effect control and ±100 the full control effect; nearly all actives have a fitted effect of over 60% in size
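Recombinant glycosomal PGK reaction used 1,3-bisphosphoglycerate generated in-well by GAPDH (100nM final) in 100mM TEA pH 7.6, 5mM MgCl2, 0.01% Tween-20. After 60 minutes at room temperature, ATP was read by Kinase-Glo Plus luminescence end-point.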
Pol iota inh = DNA polymerase iota (human) inhibition; AID 588590; Q9UNA4; Potency, µM (highest dose often 115 µM), for the others: at the highest dose activity, negative = inhibition, usual class: inhibitors; Pol iota fluorescent replication assay, 10 min; hit rate 1% among 390,000
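Pol iota at 10 nM preincubated 15 min with compounds at room temperature; reaction started with fluorescent substrate, 50 nM final. Fluorescence read kinetically at 0 and 10 min; buffer-only wells as negative control.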
BAZ2B inh = BAZ2B (human) inhibition; Potency, µM (doses to about 114 µM), for the others: at the highest dose activity change, negative = inhibition, actives largely listed as inhibitors; hit rate 4.4% among 360,000; AlphaScreen BAZ2B-H3K14Ac peptide displacement; AID 504333; Q9UIF8; further: on the % scale 0 is the no-effect control and ±100 the full control effect; nearly all actives have a fitted effect of over 60% in size
Target sequence (Q9UIF8 whole entry, looked up): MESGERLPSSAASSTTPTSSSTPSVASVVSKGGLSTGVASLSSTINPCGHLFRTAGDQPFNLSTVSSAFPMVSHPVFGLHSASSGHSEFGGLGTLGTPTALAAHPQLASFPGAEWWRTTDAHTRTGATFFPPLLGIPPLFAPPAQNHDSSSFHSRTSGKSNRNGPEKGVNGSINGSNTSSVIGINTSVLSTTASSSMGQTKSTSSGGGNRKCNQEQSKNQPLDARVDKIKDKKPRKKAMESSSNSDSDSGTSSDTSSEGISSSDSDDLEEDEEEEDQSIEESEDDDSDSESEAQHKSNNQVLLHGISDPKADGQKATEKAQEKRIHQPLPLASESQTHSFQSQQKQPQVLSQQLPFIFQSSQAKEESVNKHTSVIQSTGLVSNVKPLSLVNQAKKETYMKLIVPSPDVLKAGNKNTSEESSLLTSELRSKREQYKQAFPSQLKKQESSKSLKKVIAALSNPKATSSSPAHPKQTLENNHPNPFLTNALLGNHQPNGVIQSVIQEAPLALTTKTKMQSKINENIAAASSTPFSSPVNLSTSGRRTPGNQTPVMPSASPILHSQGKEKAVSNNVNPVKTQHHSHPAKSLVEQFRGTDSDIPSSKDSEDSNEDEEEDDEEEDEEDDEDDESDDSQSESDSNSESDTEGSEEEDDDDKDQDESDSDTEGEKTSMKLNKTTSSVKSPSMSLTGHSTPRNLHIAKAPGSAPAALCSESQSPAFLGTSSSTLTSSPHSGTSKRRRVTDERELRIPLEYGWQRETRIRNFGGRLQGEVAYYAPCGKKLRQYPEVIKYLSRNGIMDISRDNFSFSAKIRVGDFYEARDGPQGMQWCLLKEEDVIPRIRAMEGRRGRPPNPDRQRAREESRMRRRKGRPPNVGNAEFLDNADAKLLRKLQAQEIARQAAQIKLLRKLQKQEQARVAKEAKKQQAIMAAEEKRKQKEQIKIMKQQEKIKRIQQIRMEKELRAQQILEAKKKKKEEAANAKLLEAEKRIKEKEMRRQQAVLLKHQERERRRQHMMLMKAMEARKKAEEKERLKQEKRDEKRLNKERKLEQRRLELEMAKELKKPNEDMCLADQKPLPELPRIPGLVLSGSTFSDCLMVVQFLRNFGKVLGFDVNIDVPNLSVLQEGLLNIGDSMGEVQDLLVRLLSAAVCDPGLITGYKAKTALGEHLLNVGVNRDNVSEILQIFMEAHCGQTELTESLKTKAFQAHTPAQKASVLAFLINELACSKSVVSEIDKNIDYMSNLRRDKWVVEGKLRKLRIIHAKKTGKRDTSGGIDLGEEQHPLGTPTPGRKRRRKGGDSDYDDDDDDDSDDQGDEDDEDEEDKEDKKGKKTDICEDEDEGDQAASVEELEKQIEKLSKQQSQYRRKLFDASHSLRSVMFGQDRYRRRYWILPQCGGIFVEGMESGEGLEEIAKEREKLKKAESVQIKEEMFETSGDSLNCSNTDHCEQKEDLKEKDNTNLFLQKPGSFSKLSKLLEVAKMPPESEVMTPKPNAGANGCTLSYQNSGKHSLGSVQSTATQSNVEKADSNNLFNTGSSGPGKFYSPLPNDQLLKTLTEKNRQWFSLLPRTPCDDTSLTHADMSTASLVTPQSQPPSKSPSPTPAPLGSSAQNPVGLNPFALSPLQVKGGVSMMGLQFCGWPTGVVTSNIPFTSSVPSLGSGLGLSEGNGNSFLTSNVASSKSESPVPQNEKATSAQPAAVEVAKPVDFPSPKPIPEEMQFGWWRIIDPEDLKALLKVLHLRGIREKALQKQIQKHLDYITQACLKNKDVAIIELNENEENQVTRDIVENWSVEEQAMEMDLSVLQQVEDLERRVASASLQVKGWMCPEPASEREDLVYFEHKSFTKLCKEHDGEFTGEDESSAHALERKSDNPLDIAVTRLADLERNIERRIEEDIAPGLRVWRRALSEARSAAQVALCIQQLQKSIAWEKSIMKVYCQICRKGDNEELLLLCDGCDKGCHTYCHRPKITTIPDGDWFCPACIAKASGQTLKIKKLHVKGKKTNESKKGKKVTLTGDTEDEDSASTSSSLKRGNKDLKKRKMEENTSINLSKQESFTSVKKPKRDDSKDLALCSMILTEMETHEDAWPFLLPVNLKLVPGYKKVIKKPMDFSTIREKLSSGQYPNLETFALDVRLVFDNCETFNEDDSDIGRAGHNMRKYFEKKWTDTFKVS
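Compounds, titrated to a top concentration of 110 uM, were incubated 30 min at room temperature with preformed BAZ2B/acetyl-K14 H3 peptide complex (50 nM each). Proximity signal was measured by AlphaScreen after 20 min with beads.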
Numbers without * were called inactive; i = inactive; ? = inconclusive; / = not tested or not shown; [ ] = another dose, or the depositor's remark. Unless noted, the call rests on the fitted dose curve; in most records, active means well fitted curve in the direction sought with a large enough effect; inconclusive means small, poorly fitted or top-dose-only effect, or another doubt; inactive means no such curve, though single readings can be large; an effect the other way counts as inactive or inconclusive. Potency means the concentration at half of the fitted maximal effect. These rows are one share of the data, so the mix of outcomes need not match the whole.

SMILES	JMJD2A Tudor	GLS inh	Pin1 inhibitor	BLM inh	G9a block	HP1b chromo inh	Tb PGK inh	Pol iota inh	BAZ2B inh
COC(=O)C(N)Cc1ccc(Cl)cc1 (stereo unspecified)	-11%	4%	1%	/	-4%[59 µM]	16%	-10%	-4%	1%
CC(C(=O)NC1CCCC1)N(Cc1ccco1)C(=O)c1snc(C(=O)NC2CCCC2)c1N (stereo unspecified)	-13%	23%	0%	-7%	?	3%	-3%	-9%	-27%
COC(=O)C1N[C@@H]([C@@H](NC(=O)COc2ccccc2)C(=O)NCc2ccsc2)SC1(C)C (stereo partly specified)	-11%	-1%	2%	/	/	35%	5%	?	/
COc1ccc(S(=O)(=O)N2CC(C)OC(C)C2)cc1C(=O)N1CCCCC1 (stereo unspecified)	-2%	-10%	-14%	-1%	-8%[0.501 µM]	31%	1%	9%	-7%
O=C(Cc1ccccc1)Nc1ccc(NC(=O)c2ccco2)nc1	0%	2%	0%	-5%	?	14%	1%	3%	5%
COc1ccc(NCc2nnc(SCC#N)n2-c2ccccc2OC)cc1	-16%[57.1 µM]	-18%	1%	0%	-14%[59 µM]	-3%	i	22%	-8%
CN(C)c1nc(Cl)cc(N2CCOCC2)n1	39%[activator]	0%	10%	3%	3%	14%	-7%	22%	-1%
CN(C)S(=O)(=O)Oc1ccc(C(=O)Nc2cccc(Cl)c2)cc1	-3%	0%	0%	-8%	/	34%	-2%	26%	14%
CCN(C(=O)Cn1cc(S(=O)(=O)Cc2ccccc2Cl)c2ccccc21)c1ccccc1	-7%	-1%	25%	-9%	-19%[59 µM]	6%	-10%	23%	1%
C/C(=N\Nc1ccccn1)c1cccs1	-15%	?	-5%	-1%	-30%	?	-1%	35%[activator]	/
Cc1nc2ccc(S(=O)(=O)N(CC(=O)Nc3cccc(C)c3C)Cc3ccccc3)cc2s1	-4%	-2%	1%	1%	-2%[59 µM]	22%	2%	15%	-16%
COc1ccc(/C=N/Nc2cc(C)nc3ccc(OC)cc23)c(OC)c1	?	?	2%	25µM*	45µM*	-15%	7%	?	-36%
COc1cc(Cl)c(C)cc1NC(=O)Cn1ncc2c(=O)oc3ccccc3c21	-13%	-4%	0%	-10%	?	36%	i	11%	/
CCN(CC)CCCNC(=O)c1oc2ccc(S(=O)(=O)N3CC(C)CC(C)C3)cc2c1C (stereo unspecified)	-16%	0%	-6%	1%	?	20%	-3%	14%	1%
O=C(O)c1ccc(-n2nnc3ccccc32)c([N+](=O)[O-])c1	-8%	2%	-13%	2%	-5%[59 µM]	-1%	i	16%	3%
O=C(Nc1cccnc1)c1noc2c1CCCCC2	-17%	2%	-4%	-3%	?	21%	1%	23%	6%
COc1ccc(CNC(=O)CCc2c(C)nc3c(c2C)c(=O)n(C)c(=O)n3C)cc1	-16%	-12%	0%	-4%	-30%[59 µM]	26%	6%	3%	-8%
COc1ccc(NC(=O)CN(C)CC(=O)N(CC(C)C)c2c(N)n(CC(C)C)c(=O)[nH]c2=O)cc1	-8%	3%	-20%	/	/	24%	0%	46%	/
COC(=O)c1cccc(NC(=O)c2ccc[n+]([O-])c2)c1	-4%	0%	-2%	-7%	-20%[0.501 µM]	27%	-4%	-12%	-7%
O=C(Cc1ccccc1)N1CCNCC1	1%	0%	1%	-5%	-46%	28%	0%	-6%	-14%
Cc1c(C(=O)N2CCN(c3ccccc3)CC2)oc2c(Cl)cccc12	-26%	16%	4%	/	?	46%[activator]	i	33%[activator]	-8%
Cc1cc(Nc2ccc(F)c(Cl)c2)n2nc(C)nc2n1	3%	-5%	-2%	4%	?	23%	-2%	42%[activator]	5%
CCOc1ccc(/C=C2\SC(N3CCCCC3)=NC2=O)cc1	-11%	4%	0%	-1%	18%	18%	-3%	-13%	6%
NS(=O)(=O)c1ccc(NC(=O)COC(=O)c2ccco2)cc1	-8%	-6%	-6%	-1%	1%	18%	i	5%	/
COc1ccc(Cl)cc1NC(=O)Nc1cccc([N+](=O)[O-])c1C	0%	-15%	4%	-4%	15%	36%	-1%	-8%	3%
CC(C)(C)c1ccc(C(=O)c2cn[nH]c2-c2ccccc2O)cc1	-16%	5%	7%	-12%	16%	32%	-7%	13%	-15%
Cc1c(Cl)cccc1NC(=O)NN1CCN(C)CC1	-13%	13%	-4%	0%	4%	12%	-9%	-18%	0%
CCCCN1C(=O)C(=O)NC[C@@H]1C(C)O (stereo partly specified)	-27%	0%	4%	3%	16%[59 µM]	6%	-1%	8%	-3%
Cc1oc(C)c2c(=O)ccc3c(c12)OC(N)=C(C#N)C3c1ccc(F)cc1 (stereo unspecified)	-11%[11.4 µM]	5%	?	6%	?	?	5%	?	56µM*
CCCc1cc(Nc2cccc(OCC)c2)n2ncnc2n1	-1%	0%	-12%	-3%	56µM*	38%[activator]	i	25%	8%
COc1ccccc1CNC(=O)CCCN1C(=O)CSc2c1c(C)nn2-c1ccccc1	-23%	0%	-2%	2%	-1%[59 µM]	48%[activator]	-9%	10%	-14%
O=C(Nc1onc2c1CCCC2)c1ccc(Cl)cc1	-7%	-3%	-8%	-2%	1%[59 µM]	29%	5%	18%	-3%
O=C(N1CCC(n2nc(-c3ccccc3)oc2=O)CC1)C1(c2ccc(Cl)cc2)CC1	-30%	-17%	1%	-7%	20%	-4%[57 µM]	-3%	31%	-21%[57.1 µM]
Cc1ccccc1N(C(=O)c1csnn1)C(C(=O)NC(C)(C)C)c1cccs1 (stereo unspecified)	10µM*	?	-15%	-4%	-30%	?	4%	25%	-27%
CCOC(=O)c1c(NC(=O)CSc2ncnc3ccccc23)sc(C(C)=O)c1C	-14%	-9%	23%	1%	19%[59 µM]	11%	i	?	-7%
CCn1cc(C(=O)N2CCN(c3ccccc3)CC2)c(=O)c2cc(S(=O)(=O)N3CCC(C)CC3)ccc21	?	5%	-3%	-3%	?	-16%	-5%	-8%	/
CCOC(=O)C1(Cc2cccc(Cl)c2)CCCN(C(=O)CCSC)C1 (stereo unspecified)	-14%	-8%	?	2%	/	28%	3%	18%	?
Cc1nnc2sc(SCC(=O)N3CCC(C)CC3)nn2c1=O	-7%	4%	-8%	-7%	25%	30%	-2%	24%	0%
O=C(CSc1nnc2ccccn12)c1ccccc1	-9%	6%	0%	-9%	?	58%[activator]	i	-13%	-16%
COc1ccc(N2CC(C(=O)Nc3nnc(SCC(=O)c4ccccc4)s3)CC2=O)cc1 (stereo unspecified)	-16%	17%	34%[activator]	-10%	13µM*	11%	i	-7%	-2%
COc1cccc(CN(C)C(=O)CN2C(=O)NC3(CCCc4ccccc43)C2=O)c1 (stereo unspecified)	-12%	12%	-3%	/	-4%[12.7 µM]	12%	6%	15%	7%
COC(=O)[C@H](Cc1ccccc1)NC(=O)NCc1ccccc1	5%	0%	-4%	-2%	23%	13%	1%	19%	-1%
Cc1c(C(=O)O)oc2c1-c1nn(Cc3ccc(Cl)cc3)cc1CC2	-15%	-2%	-7%	-5%	?	35%	/	?	-28%
Cc1ccc(-n2ncc3c(NCc4cccnc4)ncnc32)cc1C	-11%	12%	?	-3%	?	54%[activator]	3%	5%	?
COc1cccc(CC(=O)OCC(=O)Nc2c(C)nn(-c3ccccc3)c2C)c1	3%	1%	1%	/	?	39%[activator]	-3%	16%	6%

Reformatted comma-delimited: entries from further up.
structure,JMJD2A Tudor,GLS inh,Pin1 inhibitor,BLM inh,G9a block,HP1b chromo inh,Tb PGK inh,Pol iota inh,BAZ2B inh
Cc1nnc2sc(SCC(=O)N3CCC(C)CC3)nn2c1=O,-7%,4%,-8%,-7%,25%,30%,-2%,24%,0%
O=C(N1CCC(n2nc(-c3ccccc3)oc2=O)CC1)C1(c2ccc(Cl)cc2)CC1,-30%,-17%,1%,-7%,20%,-4%[57 µM],-3%,31%,-21%[57.1 µM]

Three entries picked at random from those above:
SMILES	JMJD2A Tudor	GLS inh	Pin1 inhibitor	BLM inh	G9a block	HP1b chromo inh	Tb PGK inh	Pol iota inh	BAZ2B inh
CCn1cc(C(=O)N2CCN(c3ccccc3)CC2)c(=O)c2cc(S(=O)(=O)N3CCC(C)CC3)ccc21	?	5%	-3%	-3%	?	-16%	-5%	-8%	/
COC(=O)[C@H](Cc1ccccc1)NC(=O)NCc1ccccc1	5%	0%	-4%	-2%	23%	13%	1%	19%	-1%
COc1cccc(CN(C)C(=O)CN2C(=O)NC3(CCCc4ccccc43)C2=O)c1 (stereo unspecified)	-12%	12%	-3%	/	-4%[12.7 µM]	12%	6%	15%	7%

Additional results follow:
SMILES	JMJD2A Tudor	GLS inh	Pin1 inhibitor	BLM inh	G9a block	HP1b chromo inh	Tb PGK inh	Pol iota inh	BAZ2B inh
COc1ccc(S(=O)(=O)NNC(=O)C(=O)NNc2ccccn2)cc1	-24%	21%	?	3%	28%	55%[activator]	-4%	8%	?
Cc1cccnc1NC1(C(F)(F)F)N=C2SCCN2C1=O (stereo unspecified)	1%	8%	-9%	-4%	-31%	41%[activator]	3%	-7%	9%
CCOc1ccc(-c2cccc(NS(=O)(=O)c3ccc([N+](=O)[O-])cc3)c2)nn1	-34%	8%	8%	/	19%	-1%	i	3%	6%
COc1ccc(/C=N/NC(=O)c2ccc(OC)c(OC)c2)cc1COc1c(F)c(F)c(F)c(F)c1F	-25%	1%	6%	-13%	17%	27%	-4%	-13%	-14%
COc1ccc(C2N(c3ccc(OC)cc3)C(=O)C3CCCN32)cc1 (stereo unspecified)	-9%	-1%	-6%	-1%	-6%	43%[activator]	-8%	20%	-3%
CCc1ccc(C(=O)N/N=C(\C)c2cccnc2)s1	-5%	6%	-6%	0%	40%	28%	-3%	1%	-5%
CC(C)C1=NN(C(=O)c2ccccc2)C(O)(C(C)(C)C)C1 (stereo unspecified)	-22%	2%	-5%	-1%	10%[59 µM]	23%	-4%	19%	?
Cn1c(CCNC(=O)c2ccc(Cl)cc2)n[nH]c1=S	10µM*	9%	1%	-4%	-26%[12.7 µM]	23%	i	3%	-1%[57.1 µM]
COc1ccc(CC(=O)N2CCc3c([nH]c4ccccc34)C2c2ccc(SC)cc2)cc1 (stereo unspecified)	?	4%	0%	-10%	-29%[59 µM]	-6%[57 µM]	4%	-19%	?
O=C(CCNC(=O)c1ccc(Br)o1)NCc1ccc(Cl)cc1	-7%	1%	1%	1%	-5%	33%	i	-7%	-3%
